# Screens: PubChem, Broad Institute
# Cneo AK release = Cryptococcus neoformans lysis via adenylate kinase release; C. neoformans lysis, adenylate kinase release luminescence, 4 h; normalised: neutral wells 0, clomiphene wells 100; lysis activity, % at 15 µM; actives 0.2% (n = 360,000);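 active means mean lysis activity across replicates of at least 80%, whatever share of replicates individually reach that level; inactive means mean lysis activity below 80%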
#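 Assay system: log-phase C. neoformans yeast / Quantity: yeast cell density of 5 × 10^6 cells/mL / Medium: fresh YPD growth medium / Compound: single dose / Timing: static 4 h at 37 °C with compound, 1 h detection / Measured by: adenylate kinase release luminescence / Read-out: lysis from increased AK signal / Benchmarks: Clomiphene as positive lysis control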
# ERAP1 HTS inh = inhibitors of human ERAP1 aminopeptidase. recombinant ERAP1, Leu-AMC fluorescence, 60 min. inhibition, % at 10.7 µM. actives 0.15% (n = 340,000). AID 652197;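 active means mean replicate inhibition of at least 30%, or all replicates individually reaching that 30% level; inactive means mean below 30% and not every replicate reaching it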;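 further: 0% = neutral control wells and 100% = L-leucinethiol positive control wells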
# Target sequence (Q9NZ08 whole entry, looked up): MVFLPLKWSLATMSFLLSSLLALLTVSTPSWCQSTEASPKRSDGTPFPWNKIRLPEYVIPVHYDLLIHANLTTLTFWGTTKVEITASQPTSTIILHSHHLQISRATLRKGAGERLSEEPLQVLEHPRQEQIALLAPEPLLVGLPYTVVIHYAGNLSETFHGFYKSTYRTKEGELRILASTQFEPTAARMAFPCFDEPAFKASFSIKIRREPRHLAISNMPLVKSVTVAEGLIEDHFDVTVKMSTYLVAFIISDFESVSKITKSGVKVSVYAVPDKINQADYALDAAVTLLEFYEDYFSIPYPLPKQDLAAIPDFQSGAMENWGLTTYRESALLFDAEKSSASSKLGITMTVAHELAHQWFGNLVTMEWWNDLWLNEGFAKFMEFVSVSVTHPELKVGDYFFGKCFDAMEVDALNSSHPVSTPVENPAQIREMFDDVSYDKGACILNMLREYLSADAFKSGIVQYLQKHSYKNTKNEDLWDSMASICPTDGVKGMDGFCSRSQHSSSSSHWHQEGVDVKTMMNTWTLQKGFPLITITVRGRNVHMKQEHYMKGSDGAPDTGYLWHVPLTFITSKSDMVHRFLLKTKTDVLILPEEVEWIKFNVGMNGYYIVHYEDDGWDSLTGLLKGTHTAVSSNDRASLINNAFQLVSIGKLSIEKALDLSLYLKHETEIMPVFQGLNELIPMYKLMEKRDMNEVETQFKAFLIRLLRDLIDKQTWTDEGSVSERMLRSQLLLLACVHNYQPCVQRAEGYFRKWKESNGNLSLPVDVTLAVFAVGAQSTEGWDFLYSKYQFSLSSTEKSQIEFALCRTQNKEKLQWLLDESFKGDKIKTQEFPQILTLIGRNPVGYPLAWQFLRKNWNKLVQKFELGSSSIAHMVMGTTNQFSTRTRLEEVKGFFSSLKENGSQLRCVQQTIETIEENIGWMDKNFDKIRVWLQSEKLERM
# E-selectin induc = E-selectin induction on HUVECs | P16581 | HUVEC E-selectin immunofluorescence imaging; normalized: neutral wells 0, TNF-alpha wells 100 | activation, % at 7.58 µM | actives 0.37% (n = 260,000) | AID 686992;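 active means mean E-selectin-positive cell signal at least 10% of the positive control, reached in at least 60% of replicates, without over 20% cell loss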;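 further: in these data hits start at about 27%; measured in HUVEC primary endothelial cells; signal is the percent of cells scored E-selectin positive by PE staining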
#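 Test system: HUVEC; input: 3,000 HUVEC/well; measured by: immunofluorescence imaging; read-out: % PE-positive cells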
# PGC1a acetyl inh = lowers PGC1a acetylation signal in U2OS cells; AID 651687; inhibition, % at 15.6 µM; AlphaScreen anti-acetyl-lysine; with virally co-expressed GCN5 acetyltransferase; actives 0.17% (n = 350,000);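 active means every replicate shows inhibition of at least 40%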;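 further: 0% = neutral control wells and 100% = positive control wells; some results beyond the cut were filed as inactive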
# RAD52 inh = blocks human RAD52 DNA annealing; P43351; recombinant RAD52 DNA annealing, FRET fluorescence; inhibition, % at 18.7 µM; actives 0.46% (n = 360,000); AID 651710;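 active means every replicate showing at least 50% inhibition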
# RAD54 inh = RAD54 (human) branch migration inhibition. Q92698. RAD54 Holliday junction branch migration, FAM/BHQ fluorescence. inhibition, % at 10.4 µM. actives 0.14% (n = 360,000);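 active means mean normalized replicate activity at least 40 and at least half of replicates scoring 40 or more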;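 further: 0% = median of neutral control wells and 100% = median of positive control wells; inhibitors cause a drop in the FAM fluorescence signal; in these data hits start at about 50%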
# PglD inh = inhibitors of Campylobacter jejuni PglD acetyltransferase | purified PglD enzyme, DTNB colorimetric CoA detection | inhibition, % at 12.5 µM | actives 0.098% (n = 360,000) | AID 602405; in the data active means inhibition above about 16%, passing the limit was not always enough; further: strong numbers were not always called active
# miR-122 sensor = miR-122 inhibition in Huh7 cells. actives 0.3% (n = 340,000). Huh7 miR-122 Renilla luciferase sensor, 48 h; neutral wells = 0, positive control = 100. AID 602342. activation (reporter increase), % at 12.5 µM;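 active means mean replicate activation score at least 90 and every replicate individually at or above 90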;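 further: higher luciferase means less miR-122 activity so hits act as miR-122 inhibitors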
# An asterisk follows results filed as active; · = not tested or not shown; & = joins results of further samples; [ ] = remark or other dose. This is a random part of the collection; any-hit rate near 1.4%.
# Start of the data: the first 12 compounds as a preview:
# Every second line gives: PGC1a acetyl inh	Cneo AK release	RAD52 inh	miR-122 sensor	PglD inh	ERAP1 HTS inh	RAD54 inh	E-selectin induc
CC(C)(C)c1ccc(S(=O)(=O)NC(=O)C2(C)CCN2C(=O)C2(c3ccccc3)CC2)cc1 (configuration not stated)
  11	-1	-4	-4	-3	2	11	-0.4
COc1ccc(NCC(=O)Nc2ccc(C#N)cc2)cc1Cl
  0	-2	·	-7	-8	·	-2	·
C[C@H]1CN([C@@H](C)CO)S(=O)(=O)c2ccc(C#Cc3ccccc3)cc2O[C@@H]1CN(C)C
  -16	1	16	16[16.7 µM]	9	-3	6	·
CC(=O)n1cc(C2C(=O)CC(C)(C)CC2=O)c2ccccc21
  2	2	·	-2	1	·	3	·
O=C1CCC(C(=O)OCc2cc(=O)oc3ccc4ccccc4c23)=NN1
  -12	0	-28	-1	2	·	6	0.1
C/C(=N\NC(=O)Cn1cc([N+](=O)[O-])cn1)c1ccc(O)cc1
  ·	·	-8	2	·	-1	·	-0.2
Cc1csc(N2CCCC2c2nc3cc(C(F)(F)F)ccc3n2CCOCCO)n1 (configuration not stated)
  ·	0	0	-1	-4	·	-6	0.1
CCOc1ccc(OCCC(=O)N(CCC2=CCCCC2)c2c(N)n(Cc3ccccc3)c(=O)[nH]c2=O)cc1
  -7	2	-24	-6	1	-2	-5	·
Cc1ccc(NS(=O)(=O)c2ccc(C(=O)NC3CCN(Cc4ccccc4)CC3)cc2)cc1
  11	1	-29	9	-2	2	8	·
O=C(O)CCCn1cc(NC(=O)COc2ccc(F)cc2)cn1
  -3	3	-6	-5	3	1	-1	·
O=C1c2ccccc2[C@@H]2CC(O)C(O)CCN12 (some centres not stated)
  2	2	-12	0	0	-2	-8	-0.1
CCN(CC)CCCNC(=O)Cn1ccc2ccccc2c1=O
  10	·	-4	-5	·	0	·	·

# All compounds of this part, previewed entries included:
# Every second line gives: PGC1a acetyl inh	Cneo AK release	RAD52 inh	miR-122 sensor	PglD inh	ERAP1 HTS inh	RAD54 inh	E-selectin induc
CC(C)(C)c1ccc(S(=O)(=O)NC(=O)C2(C)CCN2C(=O)C2(c3ccccc3)CC2)cc1 (configuration not stated)
  11	-1	-4	-4	-3	2	11	-0.4
COc1ccc(NCC(=O)Nc2ccc(C#N)cc2)cc1Cl
  0	-2	·	-7	-8	·	-2	·
C[C@H]1CN([C@@H](C)CO)S(=O)(=O)c2ccc(C#Cc3ccccc3)cc2O[C@@H]1CN(C)C
  -16	1	16	16[16.7 µM]	9	-3	6	·
CC(=O)n1cc(C2C(=O)CC(C)(C)CC2=O)c2ccccc21
  2	2	·	-2	1	·	3	·
O=C1CCC(C(=O)OCc2cc(=O)oc3ccc4ccccc4c23)=NN1
  -12	0	-28	-1	2	·	6	0.1
C/C(=N\NC(=O)Cn1cc([N+](=O)[O-])cn1)c1ccc(O)cc1
  ·	·	-8	2	·	-1	·	-0.2
Cc1csc(N2CCCC2c2nc3cc(C(F)(F)F)ccc3n2CCOCCO)n1 (configuration not stated)
  ·	0	0	-1	-4	·	-6	0.1
CCOc1ccc(OCCC(=O)N(CCC2=CCCCC2)c2c(N)n(Cc3ccccc3)c(=O)[nH]c2=O)cc1
  -7	2	-24	-6	1	-2	-5	·
Cc1ccc(NS(=O)(=O)c2ccc(C(=O)NC3CCN(Cc4ccccc4)CC3)cc2)cc1
  11	1	-29	9	-2	2	8	·
O=C(O)CCCn1cc(NC(=O)COc2ccc(F)cc2)cn1
  -3	3	-6	-5	3	1	-1	·

# The list continues.
# Every second line gives: PGC1a acetyl inh	Cneo AK release	RAD52 inh	miR-122 sensor	PglD inh	ERAP1 HTS inh	RAD54 inh	E-selectin induc
O=C1c2ccccc2[C@@H]2CC(O)C(O)CCN12 (some centres not stated)
  2	2	-12	0	0	-2	-8	-0.1
CCN(CC)CCCNC(=O)Cn1ccc2ccccc2c1=O
  10	·	-4	-5	·	0	·	·
CC1CC(C)CN(S(=O)(=O)c2cc3c4c(c2)C(C)C(=O)N4CCC3)C1 (configuration not stated)
  5	0	-12	3	5	-3	-3	·
COCCOC(=O)c1[nH]c2c(c1C)C(=O)CC(c1ccc(OC)c(OC)c1)C2 (configuration not stated)
  -18	-5	1	-3	5	-1	-2	0.7
O=C(c1cccnc1)N1C[C@@H]2[C@H](c3ccccc31)[C@@H](CO)N2CC1CCCC1
  5	-7	-4	-10[16.7 µM]	3	0	-6	0.0
CCOc1ccc(CC(=O)NNC(=S)Nc2ccc(OC)c(OC)c2)cc1
  5	·	-9	·	·	5	·	0.0
CO[C@@H]1CN(C)C(=O)c2ccc(NC(=O)C3CCC3)cc2OC[C@@H](C)N(C)C[C@H]1C
  ·	-1	2	0[16.7 µM]	-1	0	8	·
C1=CC2C3C=CC(C3)C2C1 (configuration not stated)
  -1	2	-9	-3	6	-3	7	·
CCOC(=O)N1CCC(N2CC34C=CC(O3)C(C(=O)Nc3ccc(OCC)cc3)C4C2=O)CC1 (configuration not stated)
  ·	-1	-2	-1	-4	2	3	2.4
Cc1noc(C)c1COc1ccccc1C(=O)NCCc1ccccc1
  ·	-2	-10	-1	0	-1	4	·

# Continuation:
# Every second line gives: PGC1a acetyl inh	Cneo AK release	RAD52 inh	miR-122 sensor	PglD inh	ERAP1 HTS inh	RAD54 inh	E-selectin induc
N=c1sccn1CC(=O)Nc1ccc2c(c1)CCC2
  1	0	·	-11	-3	·	6	·
COc1ccc(CNC(=O)COC(=O)Cc2ccc(Br)cc2)cc1
  -13	-1	-2	·	-2	1	3	6.9
CCCCOC(=O)c1cc(=O)[nH]c2ccc(C)cc12
  40	·	-14	-1	·	-5	·	·
CNC(=O)C[C@@H]1CC[C@@H]2[C@H](COc3ccc(NC(=O)c4ccccc4OC)cc3C(=O)N2C)O1
  -2	41	-11	17[16.7 µM]	4	0	-3	-0.1
CCNc1nc(NC(C)C)nc(N(C#N)CCOc2ccc(Cl)cc2Cl)n1
  ·	4	·	-2	1	·	-16	·
COc1ccc(CN(CC(=O)NCc2ccccc2)C(=O)CCC(=O)Nc2ccccn2)cc1
  ·	2	-11	-4	6	0	9	·
COc1cc(OC)c(OC)cc1CNCc1ccco1
  -2	3	-11	-6	-1	2	3	0.0
Cc1ccc(-n2ncc3c(=O)n(CC(N)=O)cnc32)cc1
  ·	-1	-8	1	1	-3	3	·
COc1ccc(NC(=O)Nc2ccc3c(c2)C(=O)N([C@H](C)CO)C[C@H](C)[C@@H](CN(C)C(=O)Nc2ccc(OC)cc2)O3)cc1
  6&13	0	18&-14	-3	-2	-3&-2	-27	0.5&-0.3
C/C(=N\OCC(=O)Nc1ccccc1C(=O)O)c1cccs1
  -5	-3	-6	-2	-1	1	-6	·

# The list continues.
# Every second line gives: PGC1a acetyl inh	Cneo AK release	RAD52 inh	miR-122 sensor	PglD inh	ERAP1 HTS inh	RAD54 inh	E-selectin induc
Cc1noc(C)c1S(=O)(=O)N(C)C[C@@H]1OCCCC[C@H](C)Oc2ccc(N(C)C)cc2C(=O)N([C@@H](C)CO)C[C@H]1C
  19	1	-39	-4[16.7 µM]	-2	0	-4	0.6
CC1CCC(NC(=O)CNC(=O)c2cccs2)CC1 (configuration not stated)
  8	8	-6	-3	-3	3	-7	·
Cc1nc(-c2ccc(S(=O)(=O)N3CCN(c4ccccc4)CC3)cc2)co1
  -8	-1	-8	3	-1	1	-9	·
COc1c(C(=O)Nc2ccc(Br)cn2)ccc2ccccc12
  ·	0	1	·	0	3	-3	-0.2
O=C(NCC1CC1)[C@H]1N[C@H]2c3ccc(-c4ccccc4F)c(=O)n3C[C@H]2[C@@H]1CO
  ·	4	-1	-9[16.7 µM]	3	1	-6	-0.2
Cc1cc(C)c(NS(=O)(=O)c2ccccc2)c(C)c1NS(=O)(=O)c1ccccc1
  -7	0	-10	4	-4	2	0	0.1
CCSc1nnc(NC(=O)CCNS(=O)(=O)c2ccccc2F)s1
  ·	-1	-25	·	3	-2	13	·
COC(=O)/N=C(/Cc1ccc(OC)cc1)c1ccc(OC)cc1
  ·	-1	-7	-2	2	3	4	0.0
CCc1cccc(C)c1NC(=O)CSc1nc2ccncc2[nH]1
  3	1	-5	·	-3	-5	1	·
Cc1cc(-c2nc(C)c(-c3nnc(SCC(=O)Nc4ccc(Cl)cc4)n3C)s2)no1
  29	1	-16	-10	0	-2	-4	0.2

# Remaining list, next part
# Every second line gives: PGC1a acetyl inh	Cneo AK release	RAD52 inh	miR-122 sensor	PglD inh	ERAP1 HTS inh	RAD54 inh	E-selectin induc
CO[C@H]1CN(C)C(=O)c2cc(NC(=O)CC(F)(F)F)ccc2OC[C@H](C)N(C(=O)C2CCOCC2)C[C@H]1C
  2	·	-45	·	·	-2	·	0.0
CN(CC(=O)Nc1ccc(Cl)cc1)C(=O)CNC(=O)c1cccs1
  -2	-1	-2	4	-1	2	3	-1.9
CCC(=O)Nc1ccc2c(c1)OC[C@H](C)N(C(=O)CN(C)C)C[C@@H](C)[C@@H](OC)CN(C)C2=O
  -10	-1	-5	-8[16.7 µM]	-3	3	13	-0.2
O=C(Cc1ccc(Cl)cc1)Nc1ccc(C(=O)N2CCCCC2)cc1
  ·	-2	13	·	2	1	-1	0.0
O=Cc1ccc(-c2ccc(F)cc2)o1
  -9	2	0	1	1	1	-12	·
COc1ccccc1OP(=O)(O)Oc1ccccc1OC
  ·	0	-2	-1	-3	1	-3	0.8
COc1ccc(/C=C2\SC(=S)N(CCCC(=O)Nc3cccc(C(=O)O)c3)C2=O)cc1OC
  ·	1	-105	·	-9	-18	-11	-0.2
O=C(C1CC1)N1CCc2cc(S(=O)(=O)N(CCO)Cc3ccccc3)ccc21
  0	5	·	46	-3	·	12	·
CCCCN(C=O)c1c(CC)nc2c(OCc3ccc(C(F)(F)F)cc3)cccn12
  ·	3	-9	0	-1	-2	0	0.2
COc1ccc(N2CC(C(=O)Nc3ccc(F)cc3F)CC2=O)cc1 (configuration not stated)
  -4	3	·	6	0	·	5	·

# Other entries follow.
# Every second line gives: PGC1a acetyl inh	Cneo AK release	RAD52 inh	miR-122 sensor	PglD inh	ERAP1 HTS inh	RAD54 inh	E-selectin induc
C[C@H]1CN([C@@H](C)CO)C(=O)c2cc(NC(=O)C3CC3)ccc2O[C@@H]1CN(C)Cc1ccc(Oc2ccccc2)cc1
  8	-2	2	-6[16.7 µM]	1	-1	1	·
C[C@@H]1CN([C@@H](C)CO)C(=O)c2cc(NC(=O)Nc3ccccc3)ccc2O[C@H]1CN(C)Cc1ccc(Oc2ccccc2)cc1
  19	-1	15	-15[16.7 µM]	5	-2	2	-0.2
COc1ccc(C(C)(NC(C)=O)c2nc(-c3ccc(S(C)(=O)=O)cc3)cs2)cc1 (configuration not stated)
  -7	5	-6	-3	-3	2	-6	-0.3
COc1ccc(S(=O)(=O)Nc2ccc3c(c2)CC(=O)N([C@H](C)CO)C[C@H](C)[C@@H](CN(C)CC2CCCCC2)O3)cc1
  -3	2	23	-7[16.7 µM]	10	0	-9	-0.8
Cc1cc(SCC(=O)c2ccc(Cl)cc2)nc(=O)[nH]1
  ·	-4	-29	·	4	3	-9	·
Oc1ccccc1N1CCN(C(=S)NCCc2ccccc2)CC1
  ·	0	·	9	4	·	-6	1.9
CCS(=O)(=O)N1N=C(c2cccc(NS(C)(=O)=O)c2)CC1c1cccs1 (configuration not stated)
  ·	12	-161	·	-1	2	-3	·
COC(=O)[C@H](C)NC(=O)Nc1cccc(C(F)(F)F)c1
  -1	68	·	-6	-7	·	3	·
COC(=O)C1CC(O)C(O)C(O)C1 (configuration not stated)
  0	-1	-10	-3	2	-3	-2	·
Nc1cccc(NC(=O)CCC(=O)NCc2ccco2)c1
  16	-1	-8	-7	5	2	8	0.7
COc1ccc(CNC(=O)CCn2c(=O)c3cccn3c3ccc(F)cc32)cc1
  -4	-4	-8	-7	0	1	3	·
Nc1nnc(SCC(=O)OCC(=O)NC2CCCCC2)s1
  ·	3	-8	-25	-2	-3	8	·
